SKN-1 block: blocks SKN-1 activity in C. elegans; 360,000 tested, 0.49% active; inhibition, % at 21.8 µM; C. elegans VP596 Pgst-4::GFP/RFP ratio, acrylamide-induced, 24 h; AID 624304;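 active means interference check ratio from 0.5 to 1.5 plus GFP to RFP signal ratio inhibition reaching or exceeding a fixed threshold, cut at about 30% in these data, passing the limit was not always enough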; further: some compounds called inactive have numbers as strong as hits
MsrA inh: inhibits bovine methionine sulfoxide reductase A | purified bovine MsrA, absorbance read-out | 360,000 tested, 0.75% active | AID 651718 | inhibition, % at 15.5 µM; in the data active means inhibition above about 4.5%;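 further: 0% = vehicle wells with enzyme and 100% = reference inhibitor wells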
FAS TE block: inhibitors of human fatty acid synthase thioesterase domain | P49327 | recombinant FAS-TE, OMFH fluorogenic substrate, fluorescence endpoint | inhibition, % at 15 µM | 360,000 tested, 0.67% active | AID 602261;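 active means compounds whose normalised, plate-corrected inhibition of enzyme fluorescence in the single-dose primary screen is 50% or more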;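 further: 0% = DMSO with enzyme and 100% = substrate without enzyme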
NRP1-CendR mod: modulators of CendR peptide binding to human neuropilin-1. inhibition, % at 25 µM. AID 602438. 360,000 tested, 0.85% active. FAM-RPARPAR peptide binding to NRP-1, fluorescence polarization;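 active means inhibition or corrected inhibition above about 18%, plus a signal ratio from 0.5 to 1.5, limit read from the data, passing the limit was not always enough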; further: strong numbers were not always called active
E coli Lon inh: inhibits E. coli Lon protease. P0A9M0. purified E. coli Lon protease, fluorescence polarization. inhibition, % at 7.94 µM. 360,000 tested, 0.42% active; in the data active means inhibition above about 13%, passing the limit was not always enough;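 further: 0% = enzyme with probe and DMSO and 100% = no enzyme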
MT1-MMP act inh: MT1-MMP (human) activation inhibition | HT1080 RFP-PRO-GFP cells, GFP/RFP ratio fluorescence, overnight; percent of plate control window, DMSO zero | P50281 | AID 651647 | GFP/RFP ratio change, % at 20 µM | 360,000 tested, 0.061% active;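 active means GFP/RFP ratio change of at least 30% with cell ATP level not reduced by more than half and red fluorescence within 50% of control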; further: strong numbers were not always called active
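Test system: HT1080 cells expressing an RFP-PRO-GFP fluorescent reporter construct / Compound dosing: single-point 20 µM compound, 1% DMSO / Schedule: cells overnight before dosing, compound overnight, 37 °C, 5% CO2 / Evaluation: GFP/RFP fluorescence ratio / Control set: DMSO and RFP-L50D-GFP cell wells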
Neddyl block: blocks human cullin neddylation | AID 651699 | calls only at 25 µM | TR-FRET cullin neddylation, biochemical | 360,000 tested, 0.58% active | P61081+Q13564; in the data active means inhibition above about 36%
Target sequence (P61081 whole entry, looked up): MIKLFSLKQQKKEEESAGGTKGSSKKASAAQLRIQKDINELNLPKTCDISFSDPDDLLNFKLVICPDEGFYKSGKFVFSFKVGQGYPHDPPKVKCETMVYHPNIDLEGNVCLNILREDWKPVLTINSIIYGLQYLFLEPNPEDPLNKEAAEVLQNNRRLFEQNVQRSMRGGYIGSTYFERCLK
Target sequence (Q13564 whole entry, looked up): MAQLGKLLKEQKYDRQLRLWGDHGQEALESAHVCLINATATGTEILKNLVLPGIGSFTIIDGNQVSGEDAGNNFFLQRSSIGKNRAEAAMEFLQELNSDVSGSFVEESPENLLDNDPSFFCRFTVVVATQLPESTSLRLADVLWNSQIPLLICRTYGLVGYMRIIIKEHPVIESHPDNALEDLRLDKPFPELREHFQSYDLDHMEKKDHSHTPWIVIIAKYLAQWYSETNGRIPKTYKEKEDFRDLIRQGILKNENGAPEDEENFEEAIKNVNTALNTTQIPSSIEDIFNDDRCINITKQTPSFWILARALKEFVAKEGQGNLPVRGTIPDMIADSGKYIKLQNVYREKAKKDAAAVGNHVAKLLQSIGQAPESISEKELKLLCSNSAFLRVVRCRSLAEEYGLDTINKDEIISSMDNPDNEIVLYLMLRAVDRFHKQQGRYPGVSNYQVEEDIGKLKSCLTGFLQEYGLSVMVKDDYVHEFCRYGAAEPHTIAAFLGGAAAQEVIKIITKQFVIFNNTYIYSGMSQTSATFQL
Rin1-Abl PPI inh: blocks binding of human Rin1 to Abl; P00519+Q13671; TR-FRET Rin1/Abl binding, biochemical; inhibition, % at 7.35 µM; 360,000 tested, 0.4% active; in the data active means inhibition above about 5%, passing the limit was not always enough
MsrA act: activators of bovine methionine sulfoxide reductase A | activation, % at 10.6 µM | AID 602163 | 360,000 tested, 0.3% active | purified bovine MsrA, absorbance read-out; in the data active means activation above about 7.5%;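 further: 0% = vehicle and 100% = reference activator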
Numbers without * were called inactive; i = inactive; . = not tested or not shown; + = active, no number.

molecule,Rin1-Abl PPI inh,FAS TE block,MsrA inh,E coli Lon inh,MT1-MMP act inh,MsrA act,Neddyl block,NRP1-CendR mod,SKN-1 block
CCOC(=O)N1CCC(N2C(=O)c3ccc(C(=O)NCCC(C)C)cc3C2=O)CC1,1,-9,-0.7,6,-1,-6,i,-4,-9
O=C1c2ccccc2C(=O)c2c(NCCCN(CCO)CCO)cccc21,-28,0,0.5,6,30*,-4,i,-1,41*
COC(=O)[C@H](Cc1ccccc1)NC(=O)[C@@H](N)CC(=O)OCc1ccccc1,1,-8,0.7,-11,4,-2,i,-32,-2
COC(=O)C1=CN(c2ccc(C(C)(C)C)cc2)C(N)=C(C#N)C1c1ccc(OC)cc1 (stereo not drawn),.,.,1.9,.,3,.,i,-7,-1
C=CCNC(=O)/C=C/c1ccc(C(C)C)cc1,2,-2,0.3,11,1,-5,i,8,6
CCN(CC)S(=O)(=O)c1ccc(Cl)c(C(=O)Nc2nnc(C)s2)c1,-5,-6,-0.5,-6,3,-2,i,-11,-3
Oc1ccc(C2=CSC3=NCCN23)cc1O,5,-18,0.8,7,-3,-3,i,4,-19
CCN(CC)S(=O)(=O)c1ccc(N2CCCCC2)c(NC(=O)C2CCN(C(=O)c3ccc(F)cc3)CC2)c1,2,12,1.3,-1,1,-5,i,-6,4
CCOc1cc(/C=C(\CC(=O)O)c2nc3ccccc3s2)ccc1OC,-4,-8,4.4,3,1,-4,i,-5,-3
COCCN(C(=O)CCc1nnc(CCc2c[nH]c3ccccc23)o1)C(C)C,6,-9,-0.2,-5,5,-2,i,-4,-9
CCOc1ccc(NC(=O)CN(C)C(=O)CN2C(=O)C3CCCCC3C2=O)cc1OCC (stereo not drawn),4,-6,-1.2,-8,-5,-1,i,-3,-6
Cc1cccc(OCC(=O)NCC(=O)N/N=C/c2cccs2)c1,-1,-14,0.2,-19,2,-2,i,3,-13
O=C(NC1CCCCC1)c1ccc(CS(=O)Cc2ccccc2Cl)o1 (stereo not drawn),2,1,1.7,7,4,-2,i,10,2
CC(C)n1c(/C=C/c2ccccc2)nc2ccccc21,0,11,3.2,-10,-2,-5,.,6,-4
CN(C)S(=O)(=O)c1cccc(NC(=O)COC(=O)[C@H](Cc2ccccc2)NC(=O)c2ccco2)c1,1,-1,0.2,-9,3,-3,i,13,3
CCN(CC)c1c(-c2ccccc2)c2cc(C)ccc2[nH]c1=O,-2,5,0.0,3,3,0,i,-7,1
CC(C)(C)NS(=O)(=O)c1ccc(NS(=O)(=O)Cc2ccccc2)cc1,-3,-5,1.2,1,-3,-1,i,2,19
CC(=O)N1CC2(C)CN(C(C)=O)CC(C)(C1)C2O (stereo not drawn),1,-7,-1.6,0,-1,-1,i,-6,7
CC(Oc1ccccc1)C(=O)N1CCC2(CC1)Oc1ccc(F)cc1C(=O)C21CC(c2ccc(Cl)cc2)=NO1 (stereo not drawn),1,17,-0.7,12,-1,0,i,2,7
O=[N+]([O-])c1ccc(CSc2ncnc3ccccc23)cc1,-4,16,0.6,-5,-11,-1,i,8,27
Cc1ccc(-c2[nH]ncc2C(=O)c2ccccc2C)c(O)c1,2,-70,-1.6,-2,5,-1,i,-6,3
COc1ccc(C)cc1S(=O)(=O)N(CC(=O)O)c1ccccc1,-1,0,0.0,-7,-4,4,i,5,3
Cc1ccc2nc(NC(=O)CN(C)S(=O)(=O)c3cccc4nsnc34)sc2c1,-1,2,0.3,-2,4,-2,i,-4,-14
O=c1c2ccccc2nc(SCc2cn3ccsc3n2)n1-c1ccccc1,3,8,2.5,-6,-3,-2,i,-16,-14
C=CCCc1ccc(C#N)c(SCc2c(C(=O)OCC)c3cc(OC(C)=O)c(Br)cc3n2C)n1,-6,19,.,10,-17,-1,i,-19,9

New compounds follow.
molecule,Rin1-Abl PPI inh,FAS TE block,MsrA inh,E coli Lon inh,MT1-MMP act inh,MsrA act,Neddyl block,NRP1-CendR mod,SKN-1 block
O=C(NCC(c1cccs1)N1CCOCC1)C1CCN(S(=O)(=O)c2ccccc2C(F)(F)F)CC1 (stereo not drawn),-3,-1,-0.5,-4,-2,-4,i,5,6
CC(C)Oc1ccc(CN2CCCC(CO)(Cc3ccccc3)C2)cc1CO (stereo not drawn),-3,-3,0.1,-3,2,-2,i,12,8
COc1ccc(N2CCN(C3CCCN(S(=O)(=O)c4ccccc4)C3)CC2)cc1 (stereo not drawn),3,-6,0.6,-7,1,-8,i,5,5
NC(=O)C1c2ccccc2Oc2ccccc21,-1,-6,1.0,3,-5,-3,i,0,29
Cc1ccc(C)c2c1cc(C)c1nnc(SCC(=O)N3CCCc4ccccc43)n12,-2,-4,1.8,3,-3,-8,i,-1,-10
O=C1C=C(NCc2ccco2)CCC1,0,-5,-0.4,2,0,-4,i,2,1
CC=C1OC(n2cnc3c(N)ncnc32)C(O)C1O (stereo not drawn),0,-3,1.5,7,-3,-4,+,11,3
CCc1ccccc1N=Cc1c(C)c(C#N)c2[nH]c3ccccc3n2c1=O,0,-72,0.1,1,-9,-2,i,130,16
Cc1cc(C(=O)N2CCN(C(c3ccccc3)c3ccccc3)CC2)on1,0,13,-0.2,1,-6,0,i,-2,5
C[C@@H]1CN([C@@H](C)CO)C(=O)CCCn2nncc2CO[C@H]1CN(C)Cc1ccc(C(F)(F)F)cc1,0,-4,-0.7,-2,4,-3,i,4,-5
COc1ccc(C(=O)N/N=C/c2ccc(OC)c(CN3CCN(c4ccc(F)cc4)CC3)c2)cc1,-3,1,1.8,-5,3,-2,i,2,8
FC(F)(F)c1cnc(COc2cc(Cl)cc(Cl)c2)c(Cl)c1,-1,30,-1.1,8,-1,-8,i,3,4
Cc1ccc(S(=O)(=O)CCC(=O)Nc2ccc3nc(C)sc3c2)cc1,0,6,-1.5,6,2,-2,i,4,2
CCN1CCCC1CN(Cc1cc2c(C)cc(C)cc2[nH]c1=O)C(=O)NC1CCCCC1 (stereo not drawn),4,-9,1.0,-9,0,-3,i,-19,1
Cc1ccccc1N1C(=O)C(Cl)=C(N2CCOCC2)C1=O,-1,-9,-1.4,-7,1,-2,i,-1,4
COc1ccc(-c2nnc(-c3cc4c(ccc5ccccc54)oc3=O)o2)cc1,1,2,1.1,-6,4,1,i,-10,10
O=C(COc1cccc2c1CCNC2=O)Nc1ccc(F)cc1,3,-5,0.2,-10,-3,1,i,7,5
COc1ccc(CC(=O)NCc2ccccc2)cc1OC,1,-2,-0.6,-1,1,-2,i,7,8
CC1CCCCN1C(C(=O)O)c1ccccc1 (stereo not drawn),1,1,2.1,-4,0,-3,i,15,0
CS(=O)(=O)N1CCN(c2nc3ccccc3s2)CC1,-1,-8,-0.5,-5,2,-1,i,4,0
CCN(CC)CCNC(=O)C1CCN(S(=O)(=O)c2c(C)noc2/C=C/c2ccccc2F)CC1,-6,-5,1.1,5,-1,-4,i,4,8
Cc1cc(CNC(=O)c2cc(-c3ccccc3)nc3ccccc23)nn1C,-1,3,-0.2,-2,0,-3,i,2,-8
Cc1cc(C)nc(SSc2nc(C)cc(C)n2)n1,-2,-3,2.3,-4,-3,5,i,22,-5
COc1cc(C(=O)OCc2ccc([N+](=O)[O-])cc2)cc(OC)c1OC,2,1,-0.1,0,4,-4,i,12,4
CC(C)c1onc(C(=O)N2CCOCC2)c1[N+](=O)[O-],4,-8,1.0,-6,3,2,i,11,7

The list goes on, starting with the last 2 of the part before.
molecule,Rin1-Abl PPI inh,FAS TE block,MsrA inh,E coli Lon inh,MT1-MMP act inh,MsrA act,Neddyl block,NRP1-CendR mod,SKN-1 block
COc1cc(C(=O)OCc2ccc([N+](=O)[O-])cc2)cc(OC)c1OC,2,1,-0.1,0,4,-4,i,12,4
CC(C)c1onc(C(=O)N2CCOCC2)c1[N+](=O)[O-],4,-8,1.0,-6,3,2,i,11,7
CCc1ccc(NC(=O)CN(N=Nc2nonc2C)c2nonc2C)cc1,3,32,-0.9,3,2,-11,i,0,-10
CCOC(=O)C1=C(O)C(=O)N(c2ccc(S(N)(=O)=O)cc2)C1c1ccccc1 (stereo not drawn),0,0,1.4,-5,-2,-5,i,-4,9
O=C(COc1ccccc1Cl)Nc1cnn(Cc2ccccc2)c1,0,2,-0.7,-2,3,-2,i,8,3
Cc1cc(C(=O)O)oc(=O)c1,-4,-8,-0.4,2,3,-3,i,-14,-10
Cc1sc2ncn(C(C)C(=O)OC3CCCCC3)c(=O)c2c1C (stereo not drawn),3,12,0.1,-2,4,-2,i,-6,-7
CS(=O)(=O)N(CC(=O)N1CCN(Cc2ccc3c(c2)OCO3)CC1)C1CCCCC1,-3,-3,0.5,-7,1,-7,i,1,-13
CN(CCc1ccccc1)C(=O)c1ccc(NC(=O)Cc2ccc(NC(=O)C3CCCN(C(=O)C4CCCCC4)C3)cc2)cc1 (stereo not drawn),-4,1,-0.1,-7,3,-3,i,-4,0
Cc1ccc(N(C(C)C(=O)Nc2ccc3c(c2)OCO3)S(C)(=O)=O)cc1 (stereo not drawn),2,2,-0.1,-4,4,-11,i,12,0
Cc1c(Cl)ccc2c(C(=O)Nc3cc(C(C)(C)C)on3)cc(-c3ccccn3)nc12,-3,12,-0.9,-3,-8,-4,i,-4,-6
O=C(CCSCCC(=O)NN=Cc1ccc(F)cc1)NN=Cc1ccc(F)cc1,-1,-3,-1.6,0,-1,-2,i,16,10
Cc1ccc(NC(=O)CN2C(=O)S/C(=C/c3ccncc3)C2=O)cc1,-1,3,0.7,-6,0,-2,i,-19,-3
Cc1ccccc1/C=N/NC(=O)Cn1cnc([N+](=O)[O-])n1,-3,8,0.5,3,3,2,i,12,-3
CN(Cc1ccccc1)c1ccc(C(CC(N)=O)NC(=O)c2ccc(Br)cc2)cc1[N+](=O)[O-] (stereo not drawn),1,20,1.2,11,10,1,i,1,17
CCCCc1cc(=O)oc2cc(C)cc(OCC(=O)N3CCC(C(=O)O)(c4ccccc4)CC3)c12,0,13,0.5,2,1,-5,.,3,-7
